Screening data deposited in PubChem by several laboratories.
STK33 kinase inh – inhibitors of human STK33 kinase. Q9BYT3. purified STK33, MBP phosphorylation, ADP-Glo luminescence. inhibition, % at 10 µM. 0.073% of 320,000 active;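 active = inhibition at or above 25%, using the most active replicate where run in duplicate; inactive = inhibition below 25%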
Target sequence (Q9BYT3 whole entry, looked up): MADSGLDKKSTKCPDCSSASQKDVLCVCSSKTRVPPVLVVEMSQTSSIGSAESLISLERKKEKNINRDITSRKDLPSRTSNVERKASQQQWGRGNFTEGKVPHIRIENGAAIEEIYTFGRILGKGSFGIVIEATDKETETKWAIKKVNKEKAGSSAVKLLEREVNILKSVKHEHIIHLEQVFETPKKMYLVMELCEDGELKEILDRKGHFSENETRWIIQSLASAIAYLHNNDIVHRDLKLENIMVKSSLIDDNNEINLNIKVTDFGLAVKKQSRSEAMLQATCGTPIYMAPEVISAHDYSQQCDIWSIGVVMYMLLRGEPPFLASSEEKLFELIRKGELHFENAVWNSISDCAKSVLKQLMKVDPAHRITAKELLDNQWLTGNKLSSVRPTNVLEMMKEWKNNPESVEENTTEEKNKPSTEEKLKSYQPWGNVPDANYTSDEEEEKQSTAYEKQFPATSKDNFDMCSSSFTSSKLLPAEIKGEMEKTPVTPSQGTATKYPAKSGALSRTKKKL
KCNQ2 block – KCNQ2 channel blockers in CHO-K1 cells – cell-based, FluxOR thallium flux, B-score, primary screen (AID 2156); O88943; 20 min; active compounds read low; 1.1% of 310,000 active; B-score at 10 µM;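 active = fluorescence ratio B-score at most minus 3 library SDs, with starting brightness B-score within 2 library SDs, cut at about -5.5 in these data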
Kir21 block – inhibitors of mouse Kir2.1 inward-rectifier potassium channel; P35561; HEK293-Kir2.1, FluxOR thallium flux fluorescence; active compounds read low; 0.85% of 310,000 active; B-score at 10 µM;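 active = fluorescence ratio B-score at or below minus 3 SD of library scores, with starting-brightness B-score within 2 SD, cut at about -4.2 in these data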;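 note: channel flux triggered by added potassium and thallium sulfate stimulus; B-score of peak minus minimum fluorescence over baseline after thallium stimulus; more negative B-score means stronger Kir2.1 block with less thallium influx; some compounds called inactive have numbers as strong as hits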
Target sequence (P35561 whole entry, looked up): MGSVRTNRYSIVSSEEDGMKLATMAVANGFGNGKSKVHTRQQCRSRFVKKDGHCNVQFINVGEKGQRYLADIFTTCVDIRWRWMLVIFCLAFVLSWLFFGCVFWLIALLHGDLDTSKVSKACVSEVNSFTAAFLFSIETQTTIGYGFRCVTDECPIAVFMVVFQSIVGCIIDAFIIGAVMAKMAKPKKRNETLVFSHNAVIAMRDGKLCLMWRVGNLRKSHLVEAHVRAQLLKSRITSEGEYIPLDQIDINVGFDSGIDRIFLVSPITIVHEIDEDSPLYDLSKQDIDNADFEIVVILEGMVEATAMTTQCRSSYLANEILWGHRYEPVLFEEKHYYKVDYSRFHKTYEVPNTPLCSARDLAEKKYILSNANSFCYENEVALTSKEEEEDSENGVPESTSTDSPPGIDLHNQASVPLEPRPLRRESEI
Starred values were filed as active, the others as inactive; i = inactive; · = no result given.

STK33 kinase inh	KCNQ2 block	Kir21 block	canonical_smiles
0.3	i	-1.2	O=C(O)c1ccccc1C(=O)Nc1cccc([N+](=O)[O-])c1
-2.6	i	0.3	CC(=O)c1cccc(Nc2nc(N3CCOCC3)nc(N3CCOCC3)n2)c1
-2.3	i	-0.02	CCCN(CCC)CCNC(=O)CS(=O)Cc1nc(-c2ccc(C)cc2)oc1C (stereo not given)
0.3	i	1.1	COc1ccc(OC)c(-c2cc(-c3cccnc3)nc(N)c2C#N)c1
-1.2	i	-0.42	CCCNC(=O)N1CCC(C(=O)c2cccc(F)c2)CC1
0.4	i	0.01	CC(=O)Nc1ccc(NC(=O)CCc2ccc(C)o2)cc1
-0.7	i	1	CN(C)Cc1ccc(O)c(CCc2ccccc2)n1
-0.1	i	-0.53	CCOC(=O)CSc1c(-c2ccc(Cl)cc2)[nH]c2ccccc12
-0.8	i	-1.3e-15	CCOCCCn1c(SCC(=O)N(C)C2CCS(=O)(=O)C2)nc2ccccc2c1=O (stereo not given)
-1.2	i	-0.02	COC(=O)c1ccccc1NC(=O)C1CC(=O)N(c2ccc(OC)cc2)C1 (stereo not given)
-0.4	i	1.3	COc1ccc(NC(=O)c2c(C)nn(Cc3ccccc3)c2Cl)cc1S(=O)(=O)N1CCOCC1
-1.3	i	1.7	S=C(NC1CC1)N1CCN(C(=S)NC2CC2)CC1
0.7	i	-2	CC1CCCN(C(=O)Cc2cn(Cc3cccc(Cl)c3)c3ccccc23)C1 (stereo not given)
-0.7	i	-1.2	C=CCN=C(NC#N)SC
-0.3	i	-1.4	CCOCC(=O)N1CCc2ccccc21
-1.7	i	-0.7	CC(C)(C)NC(=O)c1ccc2c(c1)N(CC(=O)N1CCCCC1)C(=O)C(C)(C)O2
-0.8	i	0.32	O=C(CCC1CCCN(c2ncccn2)C1)N1CCN(c2ccccn2)CC1 (stereo not given)
1.0	-5.9*	-0.49	COC(=O)c1c(NC(=O)CCc2ccc(C)o2)sc(C)c1C
-0.6	i	0.32	COc1cccc(-c2nc(CS(=O)CC(=O)NC(C)CCc3ccccc3)c(C)o2)c1 (stereo not given)
-2.5	i	0.33	Cc1ccc(OC(=O)COc2ccccc2C)cc1
-1.8	i	1.1	O=C(CSc1nnc(CNc2ccc(F)cc2)n1Cc1ccco1)NC1CC1
-0.7	i	2	COc1ccc(CNC(=O)CN(Cc2ccc(OC)cc2)C(=O)CCC(=O)Nc2nccs2)cc1
17	i	0.1	NS(=O)(=O)c1ccc(Nc2nc(-c3ccc(O)cc3O)cs2)cc1
-0.4	i	-1.5	CCOC(=O)C1=C(N)N2C(=O)C(C)SC2=C(C(=O)OCC)C1c1ccc(O)cc1 (stereo not given)
1.1	i	0.22	CCOC(=O)Cn1c(=O)c2c(nc3n2CC(C)CN3Cc2ccccc2)n(C)c1=O (stereo not given)
0.9	i	0.58	Cc1nnc(C)c2c(C)n(-c3ccccc3N)c(C)c12
-2.1	i	0.01	CCOC(=O)c1nc(C)n(-c2cc(Cl)cc(Cl)c2)n1
1.4	i	-0.77	O=C(Nc1ccc(-c2cscn2)cc1)C1CCCN(Cc2ccc(CO)o2)C1 (stereo not given)
-0.1	i	1.6	O=C(NCC(=O)N1CCN(c2cccc(Cl)c2)CC1)c1ccc(Br)o1
0.6	i	-0.18	CCc1c(C(=O)Nc2cc(C)ccc2OC)[nH]c(C)c1C(C)=O
2.5	i	-0.12	O=C(Cc1ccccc1)N/N=C/c1cc(Br)cs1
-0.2	i	2	COc1cc(NC(=O)c2cc3c(C)nc4ccccc4c3o2)cc(OC)c1OC
0.8	i	0.97	COc1ccc(NC(=O)NC2CCCc3ccccc32)cc1 (stereo not given)
1.0	i	-0.7	CCOc1ccc(N2C(=O)c3cccnc3C2Nc2ccc(F)cc2)cc1 (stereo not given)
1.2	i	-0.29	O=C(O)c1cccc(NC(=S)N/N=C/c2cccc(O)c2)c1
-1.4	i	-1.2	CCOC(=O)CC1=C(C#N)C(c2cccnc2)C(C(=O)OCC)=C(N)O1 (stereo not given)

Record cards (already shown).
CCc1c(C(=O)Nc2cc(C)ccc2OC)[nH]c(C)c1C(C)=O in the list: STK33 kinase inh: 0.6; KCNQ2 block: i; Kir21 block: -0.18
CCOC(=O)Cn1c(=O)c2c(nc3n2CC(C)CN3Cc2ccccc2)n(C)c1=O (stereo not given) in the list: STK33 kinase inh: 1.1; KCNQ2 block: i; Kir21 block: 0.22

Gathered by group: those above containing fluorine (three)
STK33 kinase inh	KCNQ2 block	Kir21 block	canonical_smiles
-1.2	i	-0.42	CCCNC(=O)N1CCC(C(=O)c2cccc(F)c2)CC1
-1.8	i	1.1	O=C(CSc1nnc(CNc2ccc(F)cc2)n1Cc1ccco1)NC1CC1
1.0	i	-0.7	CCOc1ccc(N2C(=O)c3cccnc3C2Nc2ccc(F)cc2)cc1 (stereo not given)

The list continues.
STK33 kinase inh	KCNQ2 block	Kir21 block	canonical_smiles
1.4	i	-0.04	COc1ccc(CCC(=O)Nc2cc3c4c(c2)CCC(=O)N4CCC3)cc1
0.3	i	-0.27	COC(=O)c1ccc(CSc2nc3cc(Cl)ccc3o2)cc1
-2.3	i	-2.5	Cn1c(=O)c2c(nc(NCC3CCCC(CN)C3)n2Cc2ccc(Cl)cc2Cl)n(C)c1=O (stereo not given)
-1.2	i	0.27	CCc1nnc(N/N=C/c2cc(C)c(C)cc2C)n1N
-1.0	i	-0.77	Cc1ccc(-n2c(SCC(=O)NCCN3C(=O)CSC3=O)nnc2-c2ccccc2)cc1C
-1.2	i	2	NS(=O)(=O)c1ccc(CNC(=O)c2cc(=O)[nH]c3ccccc23)cc1
-1.6	i	1.7	Cc1cc(NC(=O)Cn2ccc([N+](=O)[O-])n2)no1
-1.1	i	-0.21	CC(=O)NS(=O)(=O)c1ccc(NC(=O)c2ccc(-n3nc(C)cc3C)cc2)cc1
-3.4	i	1.3	CCOC(=O)N1CCN(C(=O)Nc2ccccc2Cl)CC1
-1.0	i	-2.1	CC1CCCN(CCCNC(=O)c2ccc3c(c2)N(Cc2ccc(F)cc2)C(=O)c2ccccc2S3=O)C1 (stereo not given)
-0.5	-6.6*	-1.8	Cc1cc(C)c(C(=O)NC2CCCc3c2cnn3-c2cccc(C)c2C)o1 (stereo not given)
-0.1	i	1.5	COc1ccc(C(=O)NC(=S)NNC(=O)c2cccnc2)cc1
-2.2	i	-1.6	Cc1ccc(/C=C/C(=O)N2CCC(Cc3ccccc3)CC2)cc1
0.1	i	0.02	CCc1ccc(CN(C(=O)c2cc3ccccc3oc2=O)C2CCS(=O)(=O)C2)cc1 (stereo not given)
-0.2	i	1.8	Cc1ccc(C(=O)OCC(=O)Nc2ccc3c(c2)OCO3)cc1S(=O)(=O)N1CCOCC1
-1.7	i	-0.96	CCOc1cc(C2C(C(=O)OC)=CN(Cc3ccc(Cl)cc3)C=C2C(=O)OC)ccc1O
-1.9	i	0.74	Cc1ccc(OCCC(=O)OCC(=O)NCc2ccccc2)cc1
6.7	i	-2.1	COc1cc2ccccc2cc1C(=O)Nc1ccc2oc(=O)ccc2c1
1.4	i	-0.17	O=C(Cn1nnc(-c2ccccc2NC(=O)c2cccs2)n1)Nc1ccccc1
-2.8	i	1.9	COc1cc(NC(=O)C2C3CCC(O3)C2C(=O)O)cc(OC)c1 (stereo not given)
0.4	i	-0.61	Cc1ccc(Nc2nc(=O)c3cccnc3s2)c(Br)c1
0.7	i	1.9	O=C(c1cnn2c(C(F)F)cc(-c3ccccc3)nc12)N1CCCCC1c1cccnc1 (stereo not given)
0.2	i	0.65	c1csc(-c2nnc(N3CCCCCC3)c3ccccc23)c1
0.1	i	-0.45	CCCCC(=O)Nc1cccn2ncnc12
1.2	i	1.5	Cc1cnc(C(=O)OCc2c(C)cc(C(C)(C)C)cc2C)cn1
-1.2	i	-0.31	COc1ccc(OC)c(NS(=O)(=O)c2cccc3cccnc23)c1
-0.6	i	-2	O=C(NNC1CC(=O)N(c2ccc3c(c2)OCCO3)C1=O)c1ccc(Cl)cc1 (stereo not given)
-0.5	i	1.5	CC(=O)NS(=O)(=O)c1ccc2c(c1)C(=O)c1cc(S(=O)(=O)NC(C)=O)ccc1-2
-0.8	i	-1.9	COc1ccccc1Cn1c(=O)oc2ccc(C)cc21
-1.7	i	-1.5	CN(C)S(=O)(=O)c1cccc(NC(=O)COC(=O)c2cccc(S(=O)(=O)N3CCc4ccccc4C3)c2)c1
-2.6	i	1.5	COC(=O)C1=C(C)N(c2ccc(C(=O)OC)cc2)C(=O)C1
-0.4	i	0.64	CCn1c(SCC(=O)N2CCCC2)nc2c(c1=O)SCC2
-2.0	i	-0.01	COC(=O)c1c(C)[nH]c(O)c1C=Nc1ccc(C(C)C)cc1
-0.4	i	1.1	Cc1ccc(C(=O)NCCCNC(=O)c2ccccn2)cc1
-0.8	i	0.2	COc1ccc(COC(=O)Nc2cn(C)nc2C(F)(F)F)cc1
-1.0	i	-0.39	CS(=O)(=O)N1CCC(C(=O)N2CCc3ccccc3C2)CC1

Some of the entries above in a different format.
compound	STK33 kinase inh	KCNQ2 block	Kir21 block
O=C(NNC1CC(=O)N(c2ccc3c(c2)OCCO3)C1=O)c1ccc(Cl)cc1 (stereo not given)	-0.6	i	-2
COc1ccccc1Cn1c(=O)oc2ccc(C)cc21	-0.8	i	-1.9
COC(=O)C1=C(C)N(c2ccc(C(=O)OC)cc2)C(=O)C1	-2.6	i	1.5
COc1ccc(OC)c(NS(=O)(=O)c2cccc3cccnc23)c1	-1.2	i	-0.31
CC(=O)NS(=O)(=O)c1ccc2c(c1)C(=O)c1cc(S(=O)(=O)NC(C)=O)ccc1-2	-0.5	i	1.5
CN(C)S(=O)(=O)c1cccc(NC(=O)COC(=O)c2cccc(S(=O)(=O)N3CCc4ccccc4C3)c2)c1	-1.7	i	-1.5

Further results.
STK33 kinase inh	KCNQ2 block	Kir21 block	canonical_smiles
1.0	i	-0.59	CCOC(=O)c1ccc(NC(=O)c2ccccc2N(C)S(=O)(=O)c2ccccc2)cc1
-1.1	i	-0.87	CCC1(C)Cc2ccccc2-c2nc(NN)[nH]c(=O)c21 (stereo not given)
-0.3	i	0.08	CC1(C)CC(=O)N(Cc2ccccc2)C(=O)C1
0.4	i	1.2	O=C(Cn1[nH]c(=O)c2ccccc2c1=O)Nc1ccc(-c2nnc3n2CCCCC3)cc1
-0.7	i	1	CN(C)CCOc1cccc(Cl)c1
-1.0	i	-0.64	COc1ccc(NC(=O)c2cccnc2SC)cc1S(=O)(=O)N1CCCCC1
·	i	-0.15	NC(=O)CSc1nnc(Cc2ccc3c(c2)OCO3)o1
-1.0	i	1	Cc1cccc(OCCCC(=O)Nc2ccc(S(N)(=O)=O)cc2)c1C
-0.2	i	0.43	COc1ccc(N(CC(=O)N/N=C/c2ccc(OC)c(OC)c2)S(=O)(=O)c2ccccc2)cc1
-1.6	i	0.65	CC1CC(=O)c2cnc(NCc3ccco3)nc2C1 (stereo not given)
0.0	i	0.77	CCOC(=O)c1ccc(-c2c(-c3ccc4c(c3)OCO4)noc2C)cc1F
-1.4	i	-0.26	CC(=O)n1nc(-c2cccc(C)c2)nc1SCC(=O)Nc1ccccc1
-1.2	i	-0.05	COc1ccccc1NC(=O)CCC(=O)O
0.9	i	-0.52	CC(Oc1cccc(NC(=O)c2cccs2)c1)C(=O)c1ccccc1 (stereo not given)
1.3	i	-0.03	COC(=O)CC(NS(=O)(=O)c1cccs1)c1cccc2ccccc12 (stereo not given)
·	i	-1.7	COc1ccc(/C=C2\CCCc3c2nc2ccccc2c3C(=O)OCC(=O)c2c(N)n(C)c(=O)n(C)c2=O)cc1
1.1	-6.8*	0.28	Cc1ccc(NC(=O)c2sccc2SCc2cccc(C(F)(F)F)c2)cc1
-0.3	i	0.42	COc1ccccc1CCC(=O)Nc1cc(S(=O)(=O)N2CCOCC2)ccc1N1CCCC1
-1.4	i	-0.67	Cc1cc(=O)oc2cc(NC(=O)c3cccc(F)c3)ccc12
-0.7	i	0.41	CCOC(=O)c1c(C)[nH]c(C)c1C(=O)CSc1nnc(-c2ccco2)n1Cc1ccccc1
0.4	i	-0.4	Cc1nnc(SCC(=O)Nc2ccccc2)c2ccccc12
0.4	i	1.9	Nc1n[nH]c2c1C1(CCCCC1)Cc1ccccc1-2
-1.3	i	-0.1	O=C(CSc1ccc2nnc(CCNC(=O)c3ccccc3)n2n1)NC1CCCC1
-0.6	i	0.68	CCOC(=O)C1=C(COC(=O)COc2ccccc2C#N)NC(=O)NC1C (stereo not given)
0.5	i	0.08	COc1cccc(-c2nc3ccccc3s2)c1
0.2	i	0.99	O=C(NCCc1c[nH]c2ccccc12)/C(=C/c1cccnc1)NC(=O)c1cccs1
-0.6	i	1.7	COCC(C)n1c(=O)sc2ccccc2c1=O (stereo not given)
-1.5	i	1.8	O=C(NC(=S)N1CCN(c2ccc([N+](=O)[O-])cc2)CC1)c1ccccc1Cl
-0.7	i	-1.1	CCOC(=O)Cn1c(S(=O)(=O)Cc2ccc(F)cc2)nc(-c2ccccc2)c1-c1ccccc1
-0.1	i	0.01	CCN(C(=O)COc1cc(=O)n(CC)c2ccccc12)c1cccc(Cl)c1
-1.5	i	0.76	COc1cc(NC(=O)CCC(=O)O)nc(OC)n1
0.6	i	-0.6	Cc1c(C)n(C(=O)CSc2ncn[nH]2)c2ccccc12
-1.5	i	-0.28	O=C(NCc1n[nH]c(=S)n1-c1ccc(Br)cc1)c1ccc(S(=O)(=O)N2CCCCC2)cc1
-1.1	i	-0.96	Cc1ccc(S(=O)(=O)N2CCN(CC(=O)N/N=C\C(Cl)=C\c3ccccc3)CC2)cc1
-0.1	i	-0.53	COC(=O)c1cccc(NC(=O)COC(=O)CSc2nc(C)cc(C)n2)c1
1.4	i	1.3	O=C(NCCCl)Nc1cccnc1Cl
-0.5	i	-1.3	O=C(NCc1ccccc1)C1=C[C@@H](c2ccccc2)C[C@@H](OCCCCO)O1
